CHO parental Ca – counter-screen for OX1R antagonists: effect in parental CHO cells. inhibition, % at 5.6 µM. parental CHO-K1, ATP-induced calcium, Fluo-8 fluorescence. AID 463079. 330,000 tested, 0.63% active;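 active = inhibition above that plate's mean sample inhibition plus 3 SD, cut at about 26% in these data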;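 also: 0% = ATP-challenged DMSO wells and 100% = DMSO wells without ATP; some compounds past the cut are filed as inactive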
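Material – parental CHO cells · Reagent – ATP stimulus · Compound – single nominal dose of 5.6 µM per compound · Detection – Fluo-8 fluorescence · Read-out basis – percent inhibition of calcium signal · Controls – ATP-challenged DMSO wells low, unchallenged DMSO wells high · Repeats – no replicates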
OXTR potentiator – human OXTR potentiation; P30559; CHO-OTR cells, Fluo-8 calcium fluorescence, potentiator mode; 0% = oxytocin EC15, 100% = EC100; activation, % at 3 µM; 320,000 tested, 0.061% active; AID 2445;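 active = activation above that plate's cutoff, the mean activation of tested compounds plus 3 SD, cut at about 6.6% in these data, passing the limit was not always enough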;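 also: 100% uses oxytocin at 75 nM as the full agonist control; some results filed as inactive read as strong as hits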
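System: human OTR in CHO cells; Also added: sub-maximal oxytocin, roughly EC15; Timing: compound 6 min at room temperature before oxytocin, 100 s read; Technique: Fluo-8 intracellular calcium fluorescence, ex 470-495, em 515-575 nm; Controls: oxytocin EC15 low and EC100 high; Replication: singlicate.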
CHO-K1 Ca PAM – nonselective activator or artifact in parental CHO-K1 calcium assay | activation, % at 3 µM | 360,000 tested, 0.02% active | AID 602247 | ATP EC20, Fluo-8 calcium fluorescence; 0% at ATP EC20, 100% at ATP max;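 active = activation above the run cutoff, the mean activation of all test compounds plus 3 SD, cut at about 40% in these data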;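 also: peak over basal fluorescence ratio in a 140 s read after ATP addition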
CHO-K1 Ca antag – nonselective inhibitor or artifact in parental CHO-K1 cells. 360,000 tested, 0.6% active. ATP-induced calcium, Fluo-8 fluorescence. inhibition, % at 3 µM;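 active = inhibition above a per-plate cutoff, the plate's mean sample inhibition plus 3 SD, cut at about 24% in these data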;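 also: 0% = DMSO plus EC80 ATP and 100% = DMSO alone without ATP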
M1 antag – blocks human M1 muscarinic receptor; 360,000 tested, 1.3% active; CHO-K1 hM1, Fluo-8 calcium fluorescence, ACh EC80 antagonist; inhibition, % at 3 µM; P11229;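 active = percent inhibition above its own plate's cutoff, namely the mean of that plate's compound wells plus 3 SD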;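 also: peak over basal fluorescence ratio during 140 s after agonist addition; 0% = ACh EC80 plus DMSO and 100% = DMSO alone without agonist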
Target sequence (P11229 whole entry, looked up): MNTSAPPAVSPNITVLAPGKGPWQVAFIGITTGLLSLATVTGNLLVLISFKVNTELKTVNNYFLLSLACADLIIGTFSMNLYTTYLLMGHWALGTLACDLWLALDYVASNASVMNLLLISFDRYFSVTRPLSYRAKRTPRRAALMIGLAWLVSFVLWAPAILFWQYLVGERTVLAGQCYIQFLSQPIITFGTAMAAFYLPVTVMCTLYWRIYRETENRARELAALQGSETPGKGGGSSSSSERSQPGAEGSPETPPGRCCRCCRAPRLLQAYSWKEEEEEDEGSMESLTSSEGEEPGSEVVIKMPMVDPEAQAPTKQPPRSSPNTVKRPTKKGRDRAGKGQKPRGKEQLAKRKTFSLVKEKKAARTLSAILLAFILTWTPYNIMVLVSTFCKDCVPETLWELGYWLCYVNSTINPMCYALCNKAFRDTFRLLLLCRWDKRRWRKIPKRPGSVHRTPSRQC
CHO-K1 Ca ag – M1 agonist counterscreen hit in parental CHO-K1 cells; Fluo-8 calcium fluorescence; scaled to maximal ATP response, vehicle zero; activation, % at 3 µM; 360,000 tested, 0.48% active; AID 602248; in the data active = activation above about 15%;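 also: untransfected CHO-K1 host cells lacking M1 receptor as counterscreen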
M1 ag – agonists of human M1 muscarinic receptor; P11229; CHO-K1 hM1, Fluo-8 calcium fluorescence, agonist mode; 0% DMSO, 100% acetylcholine EC100; activation, % at 3 µM; 360,000 tested, 0.33% active;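 active = activation above the run's mean compound activation plus 3 SD, cut at about 16% in these data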;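 also: peak over basal fluorescence ratio within a 140 s kinetic read after compound addition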
TAAR1 antag – human TAAR1 antagonism; Q96RJ0; CHO RD-HGA16 TAAR1, Fluo-8 calcium fluorescence, antagonist; inhibition, % at 3 µM; 360,000 tested, 1.5% active; AID 624466;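 active = inhibition above a per-plate cutoff, the mean inhibition of test compounds on that plate plus 3 SD, cut at about 49% in these data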;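 also: 0% = DMSO plus EC80 beta-PEA response and 100% = DMSO alone without agonist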
Target sequence (Q96RJ0 whole entry, looked up): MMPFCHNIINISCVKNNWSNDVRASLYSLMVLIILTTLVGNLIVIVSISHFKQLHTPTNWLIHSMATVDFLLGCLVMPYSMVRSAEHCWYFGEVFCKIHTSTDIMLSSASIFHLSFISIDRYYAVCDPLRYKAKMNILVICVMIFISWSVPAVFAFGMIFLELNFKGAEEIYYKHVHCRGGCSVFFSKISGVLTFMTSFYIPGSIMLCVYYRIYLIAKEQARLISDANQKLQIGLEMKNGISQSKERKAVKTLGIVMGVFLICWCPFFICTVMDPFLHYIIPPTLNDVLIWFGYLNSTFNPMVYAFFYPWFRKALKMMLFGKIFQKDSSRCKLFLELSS
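Material: CHO RD-HGA16 cells bearing hTAAR1; compound dosing: one-point dosing, 3 µM nominal final; schedule: dye loading 75 min at 37 °C, then 30 min room temperature; measured by: calcium fluorescence with Fluo-8; control set: vehicle and agonist controls; replication: n of 1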
TAAR1 agonist – agonists of human TAAR1; Q96RJ0; CHO RD-HGA16 TAAR1, Fluo-8 calcium fluorescence; vehicle wells 0%, saturating PEA agonist 100%; activation, % at 3 µM; 360,000 tested, 0.99% active;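 active = activation above the mean activation of all test compounds in the run plus 3 SD, cut at about 38% in these data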
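System: CHO RD-HGA16 cells carrying human TAAR1 plus Gα16; Incubation: 17-24 h seeding, 75 min 37 °C dye, 30 min RT; Measured by: Fluo-8 fluorescence, 5 s baseline then 140 s kinetic read; Control set: DMSO and PEA EC100; Replication: single well for each compound.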
Active calls of the source: *; . = no result given.

Values in the order: CHO parental Ca, OXTR potentiator, CHO-K1 Ca PAM, CHO-K1 Ca antag, M1 antag, CHO-K1 Ca ag, M1 ag, TAAR1 antag, TAAR1 agonist
Cc1ccc(S(=O)(=O)NC(=O)C2(C)CCN2C(=O)C2CCCCC2)cc1 (stereo not given)
    ., ., 20, -5, -9, 0.9, -2, -15, 1
Nc1nc2nn(-c3ccccc3)nc2c(=O)[nH]1
    -17, -8, -9, -1, 9, 0.7, -3, -15, 1
O=C(CNc1cccc2ccccc12)N/N=C/C=C/c1ccco1
    -12, -9, -18, 17, 0, 8.8, -5, 17, 2
CCCc1cc(=O)[nH]c(SCC(=O)N2CCN(S(=O)(=O)c3ccccc3)CC2)n1
    -1, -7, 22, -17, -6, 0.7, -9, -13, 5
O=C(Nc1ccc(CN2CCCCC2)cc1)c1ccc(Br)o1
    -24, -7, 0, 0, 18, 0.3, -4, -1, 9
O=C(CN(C1CC1)S(=O)(=O)c1ccc(S(=O)(=O)NC2CCCCC2)cc1)Nc1ccccc1
    ., ., 26, -6, -7, 7.6, -2, 38, 38*
CCOC(=O)c1cnn(-c2ccccc2)c1-c1ccncc1
    -8, -5, -6, 0, 7, 0.5, -2, -9, 3
CC[C@@]1(C(=O)OC)N[C@H](CN(C)C(=O)Nc2ccccc2)[C@@H]2C(=O)N(C)C(=O)[C@@H]21
    -4, 3, -3, -16, 0, 0.3, 0, -3, 5
CC(C)CC(NC(=O)C1CCC(C)CC1)C(=O)NCCN1CCOCC1 (stereo not given)
    -17, -1, 3, -10, -10, 0.1, -3, 7, -3
COc1c(C)cc(NC(=O)c2ccc3c(c2)NC(=O)CO3)cc1C
    -6, -1, -1, -5, -2, 1.2, -1, 5, 1
COc1ccc(NS(=O)(=O)c2ccc(NC(=S)NC(=O)/C=C/c3ccc(C)cc3)cc2)nn1
    2, -10, 17, -4, -12, 0.3, -6, 0, -1
COc1cc(O)c(C(CCN2CCCC(C)C2)c2ccc(N(C)C)cc2)c(OC)c1 (stereo not given)
    -12, -7, 21, -12, 0, 3.7, -12, -7, 7
CC(C)c1nc(SCC(=O)c2c[nH]c3ccccc23)n[nH]1
    -1, -2, 15, -13, -6, 1.2, -1, 2, -1
Cc1ccccc1OCC(=O)N1CCC2(CC1)CC(=O)c1ccccc1O2
    -11, -6, 7, 0, -5, 2.7, -2, 0, 4
Cc1ccccc1N1CCN(C2CCCN(C(=O)c3snnc3C)C2)CC1 (stereo not given)
    -18, -6, -6, -12, 5, 0.1, -3, 9, 0
COc1ccc(-c2cc3nc(-c4ccccc4)cc(N4CCN(C(=O)c5ccccc5)CC4)n3n2)cc1
    ., ., 20, -14, -21, 0.6, -4, 34, 0
Cc1ccc(NC(=O)CSc2nnc(-c3ccncc3)n2C)cc1S(=O)(=O)N1CCOCC1
    6, -15, 2, -17, -1, 0.1, -6, 2, 7
Cc1ccnc(Nc2nc(-c3ccc(Cl)cc3)cs2)c1
    1, -11, -5, 5, -5, -0.5, -3, -11, 1
CCOC(=O)CNCCC(=O)c1ccc(Br)cc1
    -7, -1, 22, -11, -7, 0.6, -8, -31, 7
c1ccc(C2c3c(ccc4ccccc34)Oc3ncn4nc(-c5ccco5)nc4c32)cc1 (stereo not given)
    -12, -1, 7, 2, -2, 0.0, -2, -15, 2
S=C(NCc1ccc(Cl)cc1)NC1CCCCC1
    -7, -12, -2, 2, 10, 5.7, -9, 3, 20
CC1=CC(C)(C)N(C(=O)CN2C(=O)c3ccccc3C2=O)c2ccccc21
    -28, 0, 19, -16, -17, 1.7, -2, -2, 0
CCN(CC)C(=O)c1sc2[nH]c(=S)n(-c3ccccc3)c(=O)c2c1C
    8, -7, 6, -7, -26, -0.3, 0, -1, 2
Cc1cc2c(c(C)c1CCO)C(=O)[C@H](C)C2
    -6, 3, 14, -6, -7, 0.4, -2, -6, 2
COCCN(CCOc1cc(C)cc(C)c1)Cc1ccc(Cl)cc1
    -22, -9, 12, -6, -9, -0.1, 2, -9, 1
Brc1ccc2c(c1)C(c1cccnc1)=NNC(c1cccs1)=N2
    -10, -3, 7, -4, -6, -0.2, -8, -42, 7
C/C(Cl)=C\CSc1nnc2n(N)c(=O)c3ccccc3n12
    11, -8, -4, 12, 6, -0.2, -4, -11, 22
Cc1ccc(S(=O)(=O)N2CCC(C(=O)N3CCC[C@H]3C(=O)NC3CCS(=O)(=O)C3)CC2)cc1 (stereo not given in full)
    -7, 2, 15, 0, 54*, 2.2, -2, 3, 7
COc1ccc(NC(=S)NCCN2CCC(C)CC2)cc1
    5, -6, 17, -17, -9, 0.7, -5, 6, -1
O=C(COC(=O)Cn1nnc2ccccc21)Nc1ccccc1Br
    -2, 1, 13, -6, -3, 0.8, -3, 5, 1
COc1ccc(Cn2nnnc2CN(Cc2cc3cc(C)ccc3[nH]c2=O)C2CCCC2)cc1
    -10, -8, -7, -1, 6, 1.0, -5, 1, 0
O=C(Nc1ccccc1)N1CCN(c2nc(-c3ccccc3)ns2)CC1
    -1, -19, -25, 18, 32*, 10, 3, 25, 9
Cc1ccc(C(=O)N(Cc2cccnc2)Cc2cc3cc(C)ccc3n3nnnc23)cc1
    -6, 5, 4, -3, -2, 0.1, -4, -1, 11
CCc1ccc(NC(=S)N2CCN(S(=O)(=O)c3ccccc3)CC2)cc1
    ., ., -6, -6, 5, 2.1, -3, 8, 0
c1ccc2c(N3CCCCCC3)nc(-c3ccncc3)nc2c1
    -50, -7, 24, -10, 4, -0.2, -4, 3, 2
CN(C)C(=O)c1cn(-c2ccccc2)nc1-c1cc2ccccc2oc1=O
    1, -5, 3, 3, 4, 1.0, -10, -20, 2
O=C(Oc1c(-c2ccccc2)oc2ccccc2c1=O)c1ccccc1
    -5, -4, -3, -3, 3, -0.1, -6, 34, 8
COc1ccc(N(C(=O)c2snc(C(N)=O)c2N)C(C(=O)NC2CCCC2)c2ccco2)cc1 (stereo not given)
    -15, -12, 18, -19, -17, 0.6, -2, -14, 4
Cc1ccc2c(c1)C1CC(C)(O2)N(c2cccc(C(=O)NC3CCN(Cc4ccccc4)CC3)c2)C(=O)N1 (stereo not given)
    -23, -4, 17, -10, -10, 0.8, -12, -5, 0
Cc1occc1-c1nnc(SCC(=O)NC2CCCC2)n1-c1ccccc1
    -15, -13, 11, -3, -15, -0.2, -5, 10, 7
Cc1ccccc1NS(=O)(=O)c1ccc(OCC(=O)NCc2ccccn2)cc1
    -14, -11, 19, -12, -9, 0.1, -7, -4, 1
CC(=O)Nc1ccc(N=Cc2c(O)c(C(=O)Nc3ccccc3)cc3ccccc23)cc1
    31*, -14, ., ., ., ., ., 22, 31
COc1ccc(/C=N/Nc2cc(=O)n(C)c(=O)n2C)cc1OC
    1, -9, 8, -1, -2, -0.2, 1, 4, 2
O=C(COC(=O)/C=C/c1ccc(F)cc1)Nc1cccc(S(=O)(=O)N2CCCC2)c1
    6, -20, 17, -13, -5, 7.7, -13, -5, 5
Cc1ccccc1OC(C)C(=O)Nc1cccnc1 (stereo not given)
    -19, -9, -13, -1, -10, 0.2, 0, -7, 2
CCOC(=O)C1(Cc2ccccc2C)CCCN(C(=O)CN2C(=O)CSC2=O)C1 (stereo not given)
    -26, -6, -4, 3, 3, 5.1, -1, 24, 6
O=C(O)c1cn(-c2ccccc2)c(=O)c2ccccc12
    -8, -1, 10, -12, -29, 0.3, -3, -3, 7
O=C(CSc1nnc(-c2ccccn2)o1)Nc1ccccc1
    -8, -5, -12, 10, 0, -0.7, -2, 2, 20
Cc1cccc(C(=O)N2CCN(c3ccccn3)CC2)c1
    -6, -6, 8, -12, -15, 0.6, -6, 5, 1
O=C(/C=C/c1ccccc1Cl)Nc1cccc(O)c1
    -16, -2, 7, 2, -1, 0.4, -7, -1, 29
CCNc1c(NC(C)=O)c(=O)oc2ccccc12
    3, -3, 14, 1, 2, 0.0, -7, -14, 3
Cc1ccccc1-c1nc(C#N)c(N2CCCCC2)o1
    -9, -1, -10, -1, 25, 0.2, -3, 8, 7
c1ccc(C(c2ccccc2)N2CCN(Cc3nnnn3C3CCCC3)CC2)cc1
    -13, 0, -4, -11, -1, 0.1, -6, -1, -1
CCc1ccc(OCC(=O)N2CC(C(=O)OC)Oc3ccccc32)cc1 (stereo not given)
    -9, -7, 6, -10, -8, 6.6, 0, 4, -1
Cc1cccc(C(=O)Nc2cccnc2Cl)c1
    -11, -3, 4, 5, -3, 4.0, -6, -8, 4
COc1ccc(-n2nnc3c(=O)n(Cc4ccccc4C)cnc32)cc1
    0, -4, 5, -4, 0, -0.3, -3, ., .
CC12CCC(=O)N1C(C(=O)NNC(=O)c1ccc(F)cc1)CS2 (stereo not given)
    -1, -8, -27, 2, -3, 0.1, -1, 3, 0
Cc1ccc(C(=O)NCCNC(=O)COc2ccc(C)c(C)c2)cn1
    -1, 5, -2, -7, -11, -0.1, 2, -14, 0

Fetched by structure from the entries so far:
Values in the order: CHO parental Ca, OXTR potentiator, CHO-K1 Ca PAM, CHO-K1 Ca antag, M1 antag, CHO-K1 Ca ag, M1 ag, TAAR1 antag, TAAR1 agonist
Cc1ccccc1-c1nc(C#N)c(N2CCCCC2)o1
    -9, -1, -10, -1, 25, 0.2, -3, 8, 7
CCc1ccc(OCC(=O)N2CC(C(=O)OC)Oc3ccccc32)cc1 (stereo not given)
    -9, -7, 6, -10, -8, 6.6, 0, 4, -1

The order is random; 4.2% or so of the library scored in one or more.
